Diaphorase inh: diaphorase inhibition or chemical oxidation counter-screen. diaphorase resazurin-to-resorufin fluorescence, NADH, 16 min; bacterial (C. kluyveri) enzyme, not human. AID 1217. actives 0.69% (n = 190,000). inhibition, % at 20 µM;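 active = primary screen inhibition at 20 µM above a set limit, cut at about 50% in these data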;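 also: plate controls were DMSO with full reaction for no effect and wells lacking NADH for full effect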
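System: Diaphorase enzyme from Clostridium kluyveri | Amount: Enzyme working solution with 0.14 U/mL diaphorase | Benchmarks: No-NADH positive control and DMSO neutral control | Signal: Fluorescence of resorufin formed from resazurin, Ex 544/Em 590 nm | Schedule: 16-min room-temperature incubation before reading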
TNAP inh noacc: blocks human TNAP activity with no phosphate acceptor present | P05186 | purified TNAP, CDP-star luminescence, 30 min | inhibition, % at 20 µM | actives 0.26% (n = 200,000) | AID 1012;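 active = tissue-nonspecific alkaline phosphatase inhibition above about 50% at 20 µM in the single-dose screen, limit read from the data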;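 also: 0% = DMSO negative control and 100% = EDTA positive control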
Target sequence (P05186 whole entry, looked up): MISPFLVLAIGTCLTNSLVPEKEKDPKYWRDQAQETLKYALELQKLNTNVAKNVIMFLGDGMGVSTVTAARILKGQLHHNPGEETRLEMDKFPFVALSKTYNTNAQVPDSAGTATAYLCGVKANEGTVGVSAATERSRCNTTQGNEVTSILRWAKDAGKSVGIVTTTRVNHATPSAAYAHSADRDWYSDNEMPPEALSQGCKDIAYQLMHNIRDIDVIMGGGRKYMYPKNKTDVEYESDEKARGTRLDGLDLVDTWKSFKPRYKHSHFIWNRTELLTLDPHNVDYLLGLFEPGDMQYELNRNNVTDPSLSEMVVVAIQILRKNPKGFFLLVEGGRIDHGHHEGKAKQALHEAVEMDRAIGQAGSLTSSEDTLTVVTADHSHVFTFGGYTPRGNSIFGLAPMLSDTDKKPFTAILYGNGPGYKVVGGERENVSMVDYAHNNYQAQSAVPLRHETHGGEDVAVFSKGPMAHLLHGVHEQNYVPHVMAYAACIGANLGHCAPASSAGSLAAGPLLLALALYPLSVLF
TNAP act hiacc: increases human TNAP activity under high phosphate acceptor concentration. P05186. purified TNAP, CDP-star luminescence, 1 M DEA, 30 min; hits give high values; 0 = EDTA background, 1 = DMSO-only activity. activation factor at 20 µM. 200,000 tested, under 10 active. AID 1136;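 active = activation factor at least 2 at 20 µM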
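Assay system: human TNAP; Input: enzyme diluted 1/800 final; Reagent: CDP-star luminogenic substrate at 100 µM final; Timing: 30 min, room temperature; Signal: luminescence; Evaluation: TNAP activation factor scaled between EDTA and DMSO control wells.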
PMI act: phosphomannose isomerase (human) activation. activation factor at 20 µM. purified human PMI, coupled resazurin fluorescence, 20 min; hits give high values; 1 = vehicle control, 0 substrate-free wells. P34949. actives 0.005% (n = 190,000);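 active = activation factor of 2 or more at 20 µM, relative to plate controls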
Target sequence (P34949 whole entry, looked up): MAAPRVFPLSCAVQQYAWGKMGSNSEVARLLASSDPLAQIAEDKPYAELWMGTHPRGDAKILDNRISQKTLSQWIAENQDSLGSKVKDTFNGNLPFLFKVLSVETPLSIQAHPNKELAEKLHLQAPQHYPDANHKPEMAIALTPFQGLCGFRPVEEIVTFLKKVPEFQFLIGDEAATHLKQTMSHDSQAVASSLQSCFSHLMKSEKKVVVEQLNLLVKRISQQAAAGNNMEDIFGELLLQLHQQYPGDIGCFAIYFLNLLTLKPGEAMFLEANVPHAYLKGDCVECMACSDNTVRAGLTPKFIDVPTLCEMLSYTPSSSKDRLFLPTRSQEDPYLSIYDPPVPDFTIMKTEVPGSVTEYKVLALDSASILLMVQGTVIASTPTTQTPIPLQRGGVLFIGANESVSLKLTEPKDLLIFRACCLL
bIAP inh: intestinal alkaline phosphatase (bovine) inhibition; purified bovine IAP, CDP-star luminescence, 30 min; inhibition, % at 20 µM; 190,000 tested, under 10 active;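 active = over 50% inhibition of intestinal alkaline phosphatase at 20 µM in the single-dose screen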
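Incubation: 30 min reaction at room temperature / Material: purified bovine intestinal alkaline phosphatase (IAP) enzyme / Input: enzyme at 1/65,000,000 dilution / Dosing: 20 µM single dose / Signal: CDP-star luminescence signal / Reagent: CDP-star chemiluminescent phosphatase substrate, 30 µM final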
Diaphorase act: counter-screen for diaphorase-based assays: diaphorase activators and chemical reducers. actives 0.005% (n = 190,000). Diaphorase/resazurin coupled assay, resorufin fluorescence, 16 min; hits give high values; 1 = vehicle wells, 0 = NADH-free wells. activation factor at 20 µM;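 active = diaphorase activity raised at least twofold by the compound at 20 µM; inactive = activation factor below 2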
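Test system: Clostridium kluyveri diaphorase, purified enzyme; input: enzyme 0.07 U/mL final; buffer or medium: 50 mM HEPES pH 7.4 with 4.542 mM MgCl2, 0.005% Tween 20; also added: 0.114 mM NADH and 0.1 mM resazurin, final amounts; schedule: 16 min enzyme reaction, ambient temperature; technique: fluorescence of resorufin, 544 nm excitation, 590 nm emission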
TNAP inh hiacc: TNAP (human) inhibition, high acceptor | P05186 | purified TNAP, CDP-star luminescence, 1 M DEA | inhibition, % at 20 µM | actives 0.03% (n = 200,000);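 active = over 50% inhibition of tissue-nonspecific alkaline phosphatase at 20 µM in the single-dose screen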;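 also: plate controls were DMSO wells for no effect and EDTA-quenched wells as full inhibition for full effect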
PMI act hi M6P: activators of human phosphomannose isomerase at near-saturating mannose 6-phosphate. AID 1216. coupled PMI enzyme assay, resazurin fluorescence, 20 min; hits give high values; 1 = untreated enzyme, 0 = substrate-free blank. P34949. actives 0.34% (n = 190,000). activation factor at 20 µM;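 active = activation factor of 2 or more at 20 µM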
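Material: human phosphomannose isomerase with PGI, G6PDH, diaphorase coupling enzymes; amount: PMI at 15 ng/mL final; also added: Mannose-6-phosphate 1.0 mM (near-saturating) plus 0.22 mM NADP+; incubation: enzyme reaction with compound 20 min at room temperature; signal: resorufin fluorescence (Ex 544/Em 590 nm) from resazurin via diaphorase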
L major viab: reduces viability of Leishmania major promastigotes; resazurin fluorescence viability; inhibition, % at 10 µM; actives 9% (n = 200,000); in the data active = inhibition above about 50%;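 also: promastigotes grown with compound for 44 hours at 28 °C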
bIAP activator: increases bovine intestinal alkaline phosphatase activity; actives 0.17% (n = 200,000); AID 1016; activation factor at 20 µM; purified bovine IAP, CDP-star luminescence, 30 min; hits give high values; fold of DMSO-control signal, blank-subtracted;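 active = activation factor of 2 or more at 20 µM, a signal rise over negative controls twice the positive control's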
* = called active by the depositor.

SMILES,Diaphorase inh,TNAP inh noacc,TNAP act hiacc,PMI act,PMI act hi M6P,TNAP inh hiacc,L major viab,bIAP activator,Diaphorase act,bIAP inh
COc1ccc(CCn2c(=O)[nH]c3cc(C(=O)N4CCN(c5ccccn5)CC4)ccc3c2=O)cc1OC,7.7,-8.7,1,1.1,1.1,0.6,-2.7,0.9,0.9,6.7
COc1ccc(C2(c3ccc(O)cc3O)CC(c3ccccc3Cl)NC(=S)N2)cc1 (configuration not stated),32.2,6.2,1,0.9,0.8,0.7,-10.7,1.1,0.7,-7.8
O=S(=O)(NCCc1csc(-c2cccnc2)n1)c1cccs1,8.5,-10.7,1,1,1,-0.7,-0.4,0.8,0.9,21.7
CCc1nnc(NS(=O)(=O)c2ccc(NC(=S)NC(=O)c3ccc(OC)cc3)cc2)s1,34.5,15.7,1,0.7,0.8,2.5,55.0*,0.9,0.7,12.1
Cc1cc(C[n+]2ccccc2)c2nsnc2c1,4.4,-5.6,1,0.9,1,-0.8,-2.3,0.6,1,39.9
O=C(NCC(=O)N(CC1CCCO1)C1(C(=O)NC2CCCC2)CCCCC1)c1ccccc1 (configuration not stated),-13.5,-8.5,0.9,1.1,1.1,5.8,-5.8,1,1.1,-2.6
CCN(CC)S(=O)(=O)c1ccc(OC)c(NC(=O)CSc2ccccc2)c1,18.7,-10.1,1.1,0.9,1,-7.4,99.3*,0.9,0.8,9.3
O=C(Cc1ccccc1)NCCc1cn2ccsc2n1,4.7,22.9,1,1.1,1,-4.9,-3.1,0.9,1,9.0
CCOC(=O)C1(CC2CC2)CCN(C(=O)c2cc(C)nc3ccc(CC)cc23)CC1,17.2,-10.5,1.1,0.9,0.9,-5.9,12.5,1,0.8,0.5
COCCCn1c(SCC(=O)Nc2nc3ccccc3s2)nnc1-c1ccoc1C,17.6,-5.0,1,0.9,1.1,-1.5,3.0,1,0.8,3.2
Cc1cccc(C)c1NC(=O)C1=C(O)c2sccc2N(C)S1(=O)=O,12.0,0.0,1,1,1,-2.2,-9.0,1.1,0.9,-8.4
Cc1nc2c(-c3ccc(F)cc3)c(C)nn2c(C)c1CCC(=O)NCc1ccco1,19.6,-13.3,1.1,1,1,-6.6,-2.5,1,0.8,3.7
O=C(Nc1nnc(-c2ccc3c(c2)CCCC3)o1)c1c(F)cccc1F,8.1,-1.2,1,1.3,1.2,2.6,-7.5,1.2,0.9,-17.3
O=C1CN(C(=S)Nc2ccc(OC(F)F)cc2)CCN1,0.7,-4.2,1,1.1,1,0.6,5.4,1,1,-2.8
C=CCn1c(-c2ccccc2OC)n[nH]c1=S,4.7,7.2,1,1,1,-2.4,-8.4,0.6,1,44.2
O=C(c1cccs1)N(Cc1ccco1)Cc1cc2ccccc2[nH]c1=O,9.8,10.6,1,1,1,-1.5,-4.6,0.8,0.9,16.7
CCOc1ccc2cc(C3CC(c4ccco4)=NN3S(=O)(=O)c3ccccc3)c(Cl)nc2c1 (configuration not stated),14.2,-2.5,1.1,1.3,1.4,-5.0,13.6,1.1,0.9,-5.9
COC(c1ccccc1)c1nnc(CCC(=O)N(C)CCc2ccccc2)o1 (configuration not stated),-2.2,-5.6,1,0.9,0.9,-2.5,-8.2,1,1,-3.1
CC(C)c1ccc(/C=C/C(=O)N2CCCCCC2)cc1,14.2,-11.2,1,1.1,1,-3.5,-4.8,0.8,0.9,22.9
COC(=O)c1c(NC(=O)CSc2nnc(-c3cccnc3)n2Cc2ccco2)sc(C)c1C,9.3,4.8,1,0.9,1.1,-4.4,47.3,1.1,0.9,-8.1
Fc1ccc(C2=Nn3c(nnc3-c3n[nH]c4c3CCC4)SC2)cc1,23.7,-33.0,1,0.9,0.9,0.1,51.2*,1,0.8,1.9
COc1ccc(-c2cc(C(F)(F)F)nc(-n3cncn3)n2)cc1,9.0,-10.0,1,0.9,0.9,-4.8,9.2,1,0.9,1.0
C#CC(CC)(CC)NC(=O)c1c(C)noc1C,1.4,-6.4,1,1,1,2.4,-5.4,1,1,-0.3
CCOC(=O)C1=C(C)OC(N)=C(C#N)C1C1CCCCC1 (configuration not stated),13.5,7.3,1.1,1,0.9,-5.9,-0.3,0.9,0.9,7.7

Shown with each value named: part of the list above.
CCOc1ccc2cc(C3CC(c4ccco4)=NN3S(=O)(=O)c3ccccc3)c(Cl)nc2c1 (configuration not stated)
- Diaphorase inh: 14.2
- TNAP inh noacc: -2.5
- TNAP act hiacc: 1.1
- PMI act: 1.3
- PMI act hi M6P: 1.4
- TNAP inh hiacc: -5.0
- L major viab: 13.6
- bIAP activator: 1.1
- Diaphorase act: 0.9
- bIAP inh: -5.9

COC(c1ccccc1)c1nnc(CCC(=O)N(C)CCc2ccccc2)o1 (configuration not stated)
- Diaphorase inh: -2.2
- TNAP inh noacc: -5.6
- TNAP act hiacc: 1
- PMI act: 0.9
- PMI act hi M6P: 0.9
- TNAP inh hiacc: -2.5
- L major viab: -8.2
- bIAP activator: 1
- Diaphorase act: 1
- bIAP inh: -3.1

CC(C)c1ccc(/C=C/C(=O)N2CCCCCC2)cc1
- Diaphorase inh: 14.2
- TNAP inh noacc: -11.2
- TNAP act hiacc: 1
- PMI act: 1.1
- PMI act hi M6P: 1
- TNAP inh hiacc: -3.5
- L major viab: -4.8
- bIAP activator: 0.8
- Diaphorase act: 0.9
- bIAP inh: 22.9

COC(=O)c1c(NC(=O)CSc2nnc(-c3cccnc3)n2Cc2ccco2)sc(C)c1C
- Diaphorase inh: 9.3
- TNAP inh noacc: 4.8
- TNAP act hiacc: 1
- PMI act: 0.9
- PMI act hi M6P: 1.1
- TNAP inh hiacc: -4.4
- L major viab: 47.3
- bIAP activator: 1.1
- Diaphorase act: 0.9
- bIAP inh: -8.1

The list goes on.
SMILES,Diaphorase inh,TNAP inh noacc,TNAP act hiacc,PMI act,PMI act hi M6P,TNAP inh hiacc,L major viab,bIAP activator,Diaphorase act,bIAP inh
COc1ccccc1C1C(C#N)=C(N)N(c2cccnc2)C2=C1C(=O)CC(C)(C)C2 (configuration not stated),12.6,-11.5,1,1.1,1,-3.6,-8.7,1,0.9,1.4
COc1ccccc1N1CCN(C(=O)c2ccccc2Oc2ccccc2)CC1,15.7,-10.4,1.1,1.1,1,-5.4,11.5,1.1,0.8,-6.0
Cc1sc(NC(=O)Cc2ccc3c(c2)OCO3)nc1-c1ccc2c(c1)CCN2C(=O)c1ccc(F)cc1,14.6,-9.9,1,0.8,0.9,-2.1,86.5*,0.8,0.9,16.1
COc1ccc(CN(CCN(C)C)Cc2ccccc2)c(OC)c1,20.8,-11.3,1.1,0.9,1,-8.1,99.8*,1.1,0.8,-14.4
CCC(C)(C)n1nnnc1C(c1ccc(C)cc1)N1CCN(Cc2cccnc2)CC1 (configuration not stated),10.6,2.8,1,1.1,1,-3.8,21.9,1,0.9,-4.5
CC1CC(C)CN(C(=O)COc2ccc(-c3nnco3)cc2)C1 (configuration not stated),8.5,-11.3,1,0.9,0.7,-3.4,-0.5,0.9,0.9,7.4
O=C(/C=C/c1ccc(S(=O)(=O)NCc2ccco2)cc1)NCc1ccccc1Cl,19.2,-10.6,1,0.9,0.8,-2.5,14.5,1,0.8,-4.9
CCC/C=C(\CCC)C(NC(=O)OCC(C)C)c1ccc(C(=O)OC)cc1 (configuration not stated),21.4,-9.0,1,0.9,0.9,-1.9,1.5,0.8,0.8,19.4
O=C(CC1SC(=NC2CCCCC2)NC1=O)Nc1ccccc1 (configuration not stated),4.9,-5.0,1,1.1,1.1,-1.2,10.5,1,1,3.2
Fc1ccc(CN2CCCCCC2)c(F)c1,12.0,-11.1,1,1,0.9,-1.8,-6.6,0.9,0.9,8.3
COc1cc(-c2nc(Cc3c(F)cccc3Cl)no2)cc(OC)c1OC,2.0,-16.4,1,1,1,-3.9,-7.7,1.1,1,-12.3
CCCCn1nnnc1SCC(=O)Nc1cccc(C)n1,11.9,-11.7,1,0.9,0.9,-0.3,5.5,0.9,0.9,8.8
CCCC(c1nnnn1C1CCCC1)N1CCN(C(=O)c2ccco2)CC1 (configuration not stated),15.0,-14.2,1.1,1,1.1,-5.5,43.2,1,0.8,-4.2
N#CC1=C(N)S[C@@H](C(=O)c2ccc(F)cc2)[C@@H]1c1cccs1,17.4,-1.5,0.9,1,0.7,5.4,2.3,1,0.8,0.2
COc1cc(OC)c([N+](=O)[O-])cc1/C=N/NC(=O)c1ccncc1,6.8,-1.3,1,1,0.4,0.4,3.3,1,0.9,-1.2
Cc1ccn2c(CN3CCOCC3)c(-c3ccccc3)nc2c1,16.5,-7.8,1,0.9,0.9,-2.6,19.3,0.9,0.8,10.8
S=C(NCC1CCCO1)N1CCN(Cc2ccccc2Cl)CC1 (configuration not stated),15.3,-2.5,1,1,0.9,1.8,-7.3,1,0.8,-4.3
CN(C)c1nnnn1Cc1ccc(Cl)cc1Cl,-0.5,-4.4,1,1.1,1.1,-0.6,2.1,1.1,1,-13.2
CCN(CC)C(=S)NC(=O)c1ccc(Cl)cc1Cl,12.9,-13.5,1,1,1,-4.9,-0.4,0.9,0.9,6.9
O=C(NCC(c1cccnc1)N1CCN(c2ccccc2)CC1)OCc1ccccc1 (configuration not stated),9.7,-4.4,1,1,1,-0.1,95.7*,0.9,0.9,9.6
Cc1cccc(N2CCN(C(=O)CSCc3c(C)noc3C)CC2)c1C,27.2,-10.1,1.1,0.9,0.9,-8.4,31.9,1.1,0.7,-6.5
O=C(Nc1cccc(C(F)(F)F)c1)c1cc(-c2ccc(F)cc2)on1,3.4,-8.8,1,1,1,-2.4,-6.3,0.9,1,7.1
O=C(c1cc2c(s1)CCCC2)N1CCN(c2ccccc2)CC1,9.3,-5.3,1,1.1,1,-3.2,-10.5,1.1,0.9,-6.5
O=C(O)C1CCCCC1C(=O)Nc1ccccc1C(=O)N1CCN(c2ccc(F)cc2)CC1 (configuration not stated),9.0,-8.7,1,1,1,3.7,49.9,1.1,0.9,-6.4
CC(C)c1ccc(NC(=O)C[n+]2ccn(C3=C([O-])c4ccccc4C3=O)c2)cc1,10.9,-6.4,1,0.9,0.7,2.6,-0.9,0.9,0.9,5.1
COc1ccc(CCNC(=S)Nc2ccc(OC)cc2)cc1,8.8,-3.8,1,1,0.7,1.6,-1.6,0.9,0.9,13.3
CCSc1nnc(C)c(=O)n1COC(=O)c1ccc(S(=O)(=O)N2CCCC2)cc1,-2.6,-1.3,1,1,1.1,-1.1,4.7,0.9,1,7.3
COc1ccc(OC)c(C(=O)CSc2nnc(-c3ccc(OC)c(OC)c3)o2)c1,8.7,-1.2,1,0.9,0.9,0.9,-7.2,1,0.9,-2.2
